KB-V1 cytotox: KB-V1 MDR subline cytotoxicity; KB-V1 MDR cells viability, CellTiter-Glo, 72 h; Potency, µM (titrated, usually from 46.1 µM), without a hit: at the top dose activity change, negative = cytotoxicity, actives largely listed as cytotoxic; actives 3.4% (n = 400,000); further: potency means the concentration at half of the fitted maximal effect; on the % scale 0 is the no-effect control and ±100 the full control effect; nearly all actives have a fitted effect of over 60% in size
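KB-V1 MDR subline cells in DMEM (phenol-red free, 10% FBS) exposed to compounds in qHTS concentration series for 72 h at 37 degrees C. Viability read by CellTiter-Glo luminescence; concentration-effect curves fitted after normalization and correction.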
MCF10A rereplic: induces DNA re-replication in MCF 10a normal breast cells | MCF 10A DNA re-replication, Hoechst nuclear intensity, 48 h | Potency, µM (highest dose often 46.1 µM), without a hit: top-dose activity, positive = re-replication, actives largely listed as activators | actives 2.9% (n = 350,000) | AID 624296; further: potency means the concentration at half of the fitted maximal effect; % of control where 0% means no effect; nearly all actives have a fitted effect of over 50% in size
HT1080 IDH1KD tx: HT-1080 IDH1 knockdown cell toxicity (counter line); HT-1080 IDH1 knockdown viability, ATP luminescence, 48 h; AID 686971; Potency, µM (top dose mostly 46.1 µM), without a hit: at the highest dose activity, negative = toxicity, hits mostly cytotoxic; actives 2% (n = 360,000);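 further: potency means the concentration at half of the fitted maximal effect; 0% = DMSO wells and -100% = cell-free medium wells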
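After a 2 h attachment period, IDH1KD HT-1080 cells took pin-transferred compound for 48 h at 37 °C; ATP-based luminescence after 10 min room-temperature reagent incubation reported viability.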
IL-1B inflam inh: inflammasome signaling inhibition, IL-1 beta readout | actives 4.7% (n = 360,000) | AID 743279 | activity change, % at 57.5 µM | THP-1 LPS/ATP IL-1B secretion, AlphaLISA, 16 h; active compounds read low; in the data active means activity change below about -50%; inconclusive means mostly about -30% to -49%; further: on the % scale 0 is the no-effect control and ±100 the full control effect
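THP-1 cells pretreated 1 hr with compounds (up to 57.5 uM final), then stimulated with LPS (250 ng/mL final) plus ATP (1.25 mM final); secreted IL-1B measured by AlphaLISA after 16 hr, decreased signal indicating inhibition.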
HT1080NT lethal: kills 2HG-producing HT-1080-NT fibrosarcoma cells; HT-1080-NT fibrosarcoma viability, CellTiter-Glo ATP luminescence, 48 h; Potency, µM (titrated, usually from 46.1 µM), without a hit: top-dose activity, negative = less viability, most hits filed as cytotoxic; actives 1.6% (n = 360,000);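 further: NT is the 2HG producing partner of a matched IDH1 knockdown line; potency means the concentration at half of the fitted maximal effect; 0% = DMSO-treated cells and -100% = media-only wells without cells; nearly all actives have a fitted effect of over 55% in size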
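A 48-hour cytotoxicity screen used HT-1080-NT cells plated 2 hours before compound delivery. ATP-based CellTiter-Glo luminescence measured viability, normalized to DMSO and no-cell controls.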
KB-3-1 tox: kills parental KB-3-1 adenocarcinoma cells. KB-3-1 viability, CellTiter-Glo ATP luminescence, 72 h. Potency, µM (titrated, usually from 46.1 µM), inactives show top-dose activity change, negative = cytotoxic, most hits filed as cytotoxic. actives 1.4% (n = 400,000); further: potency means the concentration at half of the fitted maximal effect; on the % scale 0 is the no-effect control and ±100 the full control effect; nearly all actives have a fitted effect of over 60% in size
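Using CellTiter-Glo luminescence, growth of non-resistant KB-3-1 adenocarcinoma cells is assessed 72 h after pin-tool compound addition at 37 °C. Normalized responses across the concentration series yield fitted curves.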
ATXN2 expr inh: reduces ATXN2 reporter expression in HEK-293 cells; HEK-293 ATXN2-luciferase reporter, luminescence, 24 h; Potency, µM (doses to about 57 µM), for the others: top-dose activity change, negative = inhibition, actives largely listed as inhibitors; actives 0.72% (n = 360,000); AID 1745845; further: potency means the concentration at half of the fitted maximal effect; on the % scale 0 is the no-effect control and ±100 the full control effect; nearly all actives have a fitted effect of over 55% in size
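ATXN2-luciferase reporter cells (luciferase flanked by upstream and downstream ATXN2 gene portions) were treated 24 h at 37 °C with compounds at up to 57 uM. SteadyGlo luminescence gave expression; GF-AFC fluorescence gave viability.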
WRN inhibitor: blocks human WRN helicase; Potency, µM (titrated, usually from 114 µM), for the others: at the top dose activity change, negative = inhibition, usual class: inhibitors; Q14191; actives 0.46% (n = 360,000); WRN helicase unwinding, fluorescent forked duplex, kinetic; further: potency means the concentration at half of the fitted maximal effect; on the % scale 0 is the no-effect control and ±100 the full control effect; nearly all actives have a fitted effect of over 55% in size
Target sequence (Q14191 whole entry, looked up): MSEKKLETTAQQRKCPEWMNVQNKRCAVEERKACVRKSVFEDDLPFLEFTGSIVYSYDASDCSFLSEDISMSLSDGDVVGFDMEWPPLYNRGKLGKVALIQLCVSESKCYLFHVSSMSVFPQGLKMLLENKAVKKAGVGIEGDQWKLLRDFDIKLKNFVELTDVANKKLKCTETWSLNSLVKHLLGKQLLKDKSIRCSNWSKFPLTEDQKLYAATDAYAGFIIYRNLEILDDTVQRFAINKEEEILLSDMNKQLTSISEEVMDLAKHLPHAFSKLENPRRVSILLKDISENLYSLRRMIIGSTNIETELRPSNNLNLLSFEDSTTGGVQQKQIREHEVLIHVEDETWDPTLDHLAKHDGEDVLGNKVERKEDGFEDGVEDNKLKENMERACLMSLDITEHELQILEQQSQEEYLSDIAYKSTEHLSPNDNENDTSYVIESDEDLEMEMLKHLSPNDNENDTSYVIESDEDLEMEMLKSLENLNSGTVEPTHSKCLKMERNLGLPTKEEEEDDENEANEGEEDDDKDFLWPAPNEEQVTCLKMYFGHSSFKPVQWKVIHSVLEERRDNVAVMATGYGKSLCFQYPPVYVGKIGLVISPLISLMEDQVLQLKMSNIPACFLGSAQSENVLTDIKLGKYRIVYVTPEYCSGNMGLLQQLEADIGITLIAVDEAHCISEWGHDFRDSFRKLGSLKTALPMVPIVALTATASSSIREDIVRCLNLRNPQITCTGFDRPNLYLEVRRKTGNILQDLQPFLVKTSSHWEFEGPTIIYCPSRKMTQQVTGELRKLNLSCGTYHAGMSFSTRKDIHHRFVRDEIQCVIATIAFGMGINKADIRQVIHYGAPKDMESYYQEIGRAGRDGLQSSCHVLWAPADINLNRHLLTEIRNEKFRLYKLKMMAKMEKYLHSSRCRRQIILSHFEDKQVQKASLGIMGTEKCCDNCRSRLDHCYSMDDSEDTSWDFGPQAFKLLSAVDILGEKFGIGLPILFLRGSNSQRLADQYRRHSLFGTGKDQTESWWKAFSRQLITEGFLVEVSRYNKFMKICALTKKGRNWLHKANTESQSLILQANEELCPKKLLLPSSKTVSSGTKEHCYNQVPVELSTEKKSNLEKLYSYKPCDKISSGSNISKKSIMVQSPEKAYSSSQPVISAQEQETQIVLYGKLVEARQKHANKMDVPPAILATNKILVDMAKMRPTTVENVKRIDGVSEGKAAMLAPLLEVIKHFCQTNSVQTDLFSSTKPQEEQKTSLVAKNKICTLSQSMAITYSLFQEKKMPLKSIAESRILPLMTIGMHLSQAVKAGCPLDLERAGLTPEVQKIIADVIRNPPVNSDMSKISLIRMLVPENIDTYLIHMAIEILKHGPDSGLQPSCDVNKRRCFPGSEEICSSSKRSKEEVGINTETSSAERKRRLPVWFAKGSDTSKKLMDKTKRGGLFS
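Screening of the MLSMR collection measured strand separation of a quenched forked DNA duplex (100 nM) by 20 nM WRN with 2 mM ATP, all final. Compounds were preincubated with enzyme 15 min at room temperature.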
SW480 rerep: DNA re-replication induction in SW480 cells; SW480 DNA re-replication, Hoechst DNA content imaging, 48 h; Potency, µM (highest dose often 46.1 µM), for inactives: top-dose re-replication activation, hits mostly activators; actives 1.8% (n = 340,000); further: potency means the concentration at half of the fitted maximal effect; % of control where 0% means no effect; nearly all actives have a fitted effect of over 55% in size
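SW480 cells exposed to compounds for 48 hr at 37 C, 5% CO2, then Hoechst-stained 40 min. Nuclear DNA content imaged by fluorescence scanning (405 nm excitation, 500-530 nm emission); re-replication scored as increased high-intensity nuclei.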
An asterisk follows results filed as active; ? = inconclusive; nt = no result given; [ ] = another dose, or the depositor's remark. Unless noted, the call rests on the fitted dose curve; in most records, active means well fitted curve in the direction sought with a large enough effect; inconclusive means small, poorly fitted or top-dose-only effect, or another doubt; inactive means no such curve, though single readings can be large; an effect the other way counts as inactive or inconclusive.

SMILES	KB-V1 cytotox	MCF10A rereplic	HT1080 IDH1KD tx	IL-1B inflam inh	HT1080NT lethal	KB-3-1 tox	ATXN2 expr inh	WRN inhibitor	SW480 rerep
COC(=O)c1cc(S(=O)(=O)NCC2CCN(CCc3ccc(OC)cc3)CC2)cn1C	-19%	12%	0%	?	22%	-17%	-6%	3%	?
CCCc1nc2sc3c(c2c(=O)n1NC(=O)CCC(=O)OC)CCCC3	-2%	-1%	-8%	-1	-26%	6%	-19%	-12%	21%
CC(/C=N/n1c(-c2ccco2)n[nH]c1=S)=C\c1ccco1	12%	-2%	13%	0	8%	0%	-8%	-25%	-6%
COC(=O)c1ccc(C2c3[nH]c4ccccc4c3C[C@H]3C(=O)N(C4CCN(Cc5ccccc5)CC4)CC(=O)N23)cc1 (stereo partly drawn)	?	21%	?	0	?	-2%	-16%	-8%	11%
CCOC(=O)c1ccc(NC(=O)Nc2ccc3c4c(cccc24)C(=O)N3CC)cc1	-3%	23µM*	-3%	21	24%	-1%	?	-3%	7%
Cc1ccc(CN2CCN(/N=C/c3ccc(C)s3)CC2)cc1	-20%	15%	3%	-2	0%	-1%	-7%	-22%[57.1 µM]	-4%
Cc1cc(C)c(O)c(-c2cc(C(=O)NCc3ccccc3)[nH]n2)c1	3%	6%	?	?	?	-7%	-9%	-7%	-7%
CC1CCCCN1C(=O)c1ccc(C(=O)N2CCCCC2C)cc1 (stereo not drawn)	-17%	1%	-2%	71	2%	-13%	-3%	-10%	-8%
COC(=O)c1ccc(C(NC(=O)OCc2ccccc2)/C(C)=C/[C@@H](C)C(=O)NCc2ccc(-c3ccccc3)cc2)cc1 (stereo partly drawn)	12%	4%	-4%	-1	5%	2%	5%	0%	-7%
COC(=O)CCC(=O)OC1(C)C(=O)C2=CN(Cc3ccc(OC)cc3)C(c3ccc(OC)cc3)=CC2=C(Br)C1=O (stereo not drawn)	-5%	6%	-5%	0	5%	-13%	5%	2%	-7%
COC(=O)/C=C1\SC(=NC(=O)c2ccc(C)cc2)NC1=O	5%	3%	25%	-7	13%	0%	3%	-7%	-3%
COC(=O)Cn1ncc(N(C)Cc2ccccc2)c(Cl)c1=O	0%	-13%	-15%	13	-5%	16%	-8%	-7%	-11%
Cc1cc(NC(=O)CCN2CCN(Cc3ccccc3)CC2)ccc1Br	?	2%	?	-54*	21µM*	-24%	3%	-3%	-1%
Cc1nn(CCCNC(=O)C2CCCO2)cc1Br (stereo not drawn)	-2%	11%	15%	2	6%	-22%	-7%	-9%	-6%
COc1ccccc1NC(=S)NC(NC(C)=O)C(Cl)(Cl)Cl (stereo not drawn)	0%	-3%	7%	-4	-2%	-2%	2%	-7%	10%
CC(O)(c1ccc(F)c(F)c1)c1nc(-c2cccc(C(F)(F)F)c2)cs1 (stereo not drawn)	6%	nt	?	-16	?	0%	-22%	-10%	nt
COc1ccc(CC(=O)Nc2nnc(C(C)C)s2)cc1OC	?	0%	2%	41	?	0%	11%	8%	0%
CCOC(=O)Nc1nc(C)c(C(=O)N(C)C)s1	-2%	0%	-3%	9	0%	4%	-3%	14%	-6%
CCN(CC(=O)NC)S(=O)(=O)c1ccc(Br)cc1	1%	-7%	12%	46	7%	16%	5%	12%	-7%
COC(=O)c1c(NC(=O)CN2CCN(c3ccccc3Cl)CC2)sc(C)c1C	?	18%	-1%	12	0%	-2%	4%	-14%	11%
COc1ccc(NC(=O)Nc2ccc3c(c2)C(=O)N([C@H](C)CO)C[C@H](C)[C@@H](CN(C)S(=O)(=O)c2ccccc2)O3)cc1	?	5%	-7%	-13	0%	-2%	3%	-3%	3%
Cc1cc(C)cc(OCC(=O)N(Cc2ccc(N(C)C)cc2)C2CCS(=O)(=O)C2)c1 (stereo not drawn)	-18%	2%	-20%	-17	-15%	-17%	-13%	-3%	-12%
COc1cc2cc(C)nc(Cc3cccc4ccccc34)c2cc1OC	14%	13µM*	?	-8	?	-15%	-21%	-1%	5%
CCN(CC)C(=O)C1=C(C)N(Cc2ccc(F)cc2)C(=O)C(CC(=O)NCc2cccs2)C1 (stereo not drawn)	?	nt	5%	?	1%	-1%	-4%	8%	nt
COc1ccc(CCC(=O)OCC(=O)c2c(N)n(CC(C)C)c(=O)n(C)c2=O)cc1	-7%	-31%	0%	27	1%	-13%	2%	-1%	-8%

Sorted by molecular weight (ascending): 3 of the compounds above.
SMILES	KB-V1 cytotox	MCF10A rereplic	HT1080 IDH1KD tx	IL-1B inflam inh	HT1080NT lethal	KB-3-1 tox	ATXN2 expr inh	WRN inhibitor	SW480 rerep
CC(/C=N/n1c(-c2ccco2)n[nH]c1=S)=C\c1ccco1	12%	-2%	13%	0	8%	0%	-8%	-25%	-6%
CCOC(=O)c1ccc(NC(=O)Nc2ccc3c4c(cccc24)C(=O)N3CC)cc1	-3%	23µM*	-3%	21	24%	-1%	?	-3%	7%
Cc1cc(NC(=O)CCN2CCN(Cc3ccccc3)CC2)ccc1Br	?	2%	?	-54*	21µM*	-24%	3%	-3%	-1%

Records listed above printed as active in IL-1B inflam inh:
Molecule	IL-1B inflam inh	WRN inhibitor	SW480 rerep
Cc1cc(NC(=O)CCN2CCN(Cc3ccccc3)CC2)ccc1Br	-54*	-3%	-1%

(next part)
SMILES	KB-V1 cytotox	MCF10A rereplic	HT1080 IDH1KD tx	IL-1B inflam inh	HT1080NT lethal	KB-3-1 tox	ATXN2 expr inh	WRN inhibitor	SW480 rerep
Cc1ccc(-c2csc(N3CCC(NS(=O)(=O)c4ccc5c(c4)OCCO5)CC3)n2)cc1	?	9%	-29%	-27	-20%	?	?	-1%	-3%
O=C(NC(Cc1c[nH]c2ccccc12)C(=O)O)c1ccccc1 (stereo not drawn)	-11%	0%	-7%	20	-10%	-3%	nt	2%	0%
CC(C)(C)OC(=O)NCC1CCC(C(=O)NC[C@H](CC(=O)O)c2ccc(Cl)cc2)CC1 (stereo partly drawn)	19%	3%	1%	-4	4%	-3%	13%	-6%	4%
Cc1ncoc1C(=O)N1CCCC(C(=O)c2ccc(C(F)(F)F)cc2)C1 (stereo not drawn)	-21%	24%	11%	13	16%	4%	40%[activator]	7%	-51%[inhibitor]
Cc1cc(N)n(-c2ccc(C(=O)O)cc2)n1	0%	-30%[inhibitor]	10%	4	-1%	-2%	2%	-18%	24%
CC(=O)C1=CN(Cc2ccccc2)CCC1=O	0%	-14%	0%	26	7%	0%	-3%	-4%	-8%
COc1ccc2c(c1)C(SCC(=O)NCc1ccccc1)CC(C)(C)O2 (stereo not drawn)	-14%	-4%	2%	?	1%	-14%	-3%	-9%	6%
Cc1cccc(-n2nnc(C(=O)NC3CCCc4ccccc43)c2N)c1 (stereo not drawn)	?	?	?	-16	-9%	?	-22%	-6%	?
C[C@@H]1CCCCO[C@@H](CN(C)C(=O)c2ccncc2)[C@@H](C)CN([C@H](C)CO)C(=O)c2cc(N(C)C)ccc2O1	25%	nt	8%	3	4%	2%	9%	-9%	nt
CCNC(=S)N1CCN(c2ccccc2OCC)CC1	?	5%	9%	-4	6%	?	7%	-26%	-7%
COc1ccc(C(CCNCc2ccccc2)c2ccc(F)cc2)cc1 (stereo not drawn)	18µM*	10%	16µM*	-6	?	?	-31%	-25%	nt
COCCCNC(=O)Cn1ncc2c(=O)oc3ccccc3c21	18%	2%	3%	23	6%	11%	-3%	2%	2%
Cc1csc(NC(=O)c2cc3c(s2)CCC3)n1	0%	?	2%	-3	-11%	0%	6%	-14%	?
CCc1noc(C)c1C(=O)N(CC)c1nc2c(C)cccc2s1	-4%	22%	-5%	3	0%	-2%	-25%	2%	?
COc1ccc(S(=O)(=O)c2ccc(OC)cc2)cc1	-13%	3%	-4%	-11	0%	0%	-8%	-2%	0%
CCc1ccccc1NC(=O)c1nnn(CC(=O)Nc2ccccc2C)c1N	15%	9%[9.22 µM]	2%	18	14%	21%	1%	-4%	-21%

Pulled one by one from the entries so far (2):
SMILES	KB-V1 cytotox	MCF10A rereplic	HT1080 IDH1KD tx	IL-1B inflam inh	HT1080NT lethal	KB-3-1 tox	ATXN2 expr inh	WRN inhibitor	SW480 rerep
CC(C)(C)OC(=O)NCC1CCC(C(=O)NC[C@H](CC(=O)O)c2ccc(Cl)cc2)CC1 (stereo partly drawn)	19%	3%	1%	-4	4%	-3%	13%	-6%	4%
COc1ccc(C(CCNCc2ccccc2)c2ccc(F)cc2)cc1 (stereo not drawn)	18µM*	10%	16µM*	-6	?	?	-31%	-25%	nt
